# Bioassay records from PubChem BioAssay.
# EP2 antag – human EP2 receptor antagonists, primary screen, TR-FRET cAMP, C6 glioma cells; Prostaglandin E2 receptor EP2 subtype (Homo sapiens), P43116; C6 glioma cells expressing human EP2; cells stimulated with saturating PGE2; inhibition, % at 25 µM; actives 0.52% (n = 260,000); AID 1422, 2008;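 active means percent inhibition above 40 after rounding to a whole number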;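 further: rat C6 glioma host cells with rolipram phosphodiesterase inhibitor present; the protocol text gives 20 µM as final concentration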
# Target sequence (P43116 whole entry, looked up): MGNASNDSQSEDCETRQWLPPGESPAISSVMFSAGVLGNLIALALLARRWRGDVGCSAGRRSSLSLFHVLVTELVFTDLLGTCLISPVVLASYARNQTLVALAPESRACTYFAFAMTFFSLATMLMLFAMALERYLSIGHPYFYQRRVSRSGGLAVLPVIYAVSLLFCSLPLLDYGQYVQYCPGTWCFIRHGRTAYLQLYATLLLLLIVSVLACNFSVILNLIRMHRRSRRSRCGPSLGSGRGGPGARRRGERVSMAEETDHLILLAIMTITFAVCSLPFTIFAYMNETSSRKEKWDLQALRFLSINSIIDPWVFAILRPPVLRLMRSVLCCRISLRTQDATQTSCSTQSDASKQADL
# EP2 mod – EP2 receptor modulators, cAMP readout, primary screen, cell-based, HTRF cAMP, PGE2 stimulation; induction, % at 25 µM; EP2-expressing cells, cAMP HTRF FRET, PGE2 co-stimulation; Prostaglandin E2 receptor EP2 subtype (Homo sapiens), P43116; AID 940, 2007; actives 0.83% (n = 260,000);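 active means compounds whose cAMP rise, as percent of the full-agonist control response, exceeds 60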;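 further: rat C6 glioma line stably carrying human EP2 under a CMV promoter; the protocol text gives 20 µM as final concentration; 100% = response of wells given 1 µM PGE2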
# * = called active by the depositor.
# The line under a structure holds: EP2 mod, EP2 antag
Cc1ccc2cc3c(nc2c1C)OCC(=O)N(C1CC1)C3
    -20, 4
CCCc1cc(C(=O)N2CCc3onc(-c4cccc(OC)c4)c3C2)n[nH]1
    -97, 30
Cc1ccc(Nc2nc(-c3ccncc3)cs2)nc1
    -48, 10
Cc1ccc(F)cc1NC(=O)CN1CCN(CC(=O)NC(C)C)CC1
    -16, 13
N=c1c(C(=O)NCCc2ccccc2)cc2c(=O)n3ccccc3nc2n1CCCO
    -21, 13
Cn1c(=O)n(C)c2cc(CN(CCN3CCOCC3)Cc3cccnc3)ccc21
    -5, 6
CCOCCCn1c(SCC(=O)Nc2cc(C(F)(F)F)ccc2Cl)nc2ccccc2c1=O
    43, 17
CC(NCCCN(C)C)C(=O)N1CCCCC1C (configuration not stated)
    6, 18
CC(C)CN1Cc2cccc(C(=O)N[C@H](C)Cn3nnc4ccccc43)c2C1=O
    -33, 5
COCCNC(=O)C1CCN(S(=O)(=O)c2ccc(Cl)cc2)CC1
    -37, 12
CC(C)NS(=O)(=O)c1ccc(OCC(=O)N2CCC(C(N)=O)CC2)cc1
    -19, 11
COCCn1c(SCC(=O)Nc2cc(C)cc(C)c2)nnc1-c1ccoc1C
    6, 6
COc1ccc([C@@H]2CN(C(=O)c3c(C)noc3C)C[C@H]2C(=O)O)cc1
    -27, 1
COCCNC(=S)N(Cc1ccc(OC)cc1)Cc1cc2ccc(C)c(C)c2[nH]c1=O
    -27, 9
CCOc1ccc(-c2[nH]nc3c2C(c2c(OC)cc(OC)cc2OC)C(C#N)=C(N)O3)cc1 (configuration not stated)
    -9, 5
CC(C)c1ccc(C(=O)Nc2cccc(NC(=O)c3ccco3)c2)cc1
    -107, 23
COc1ccc(OCC(=O)Nc2ncc(Cc3cccc(C)c3)s2)cc1
    17, 16
Cc1ccc(C(=O)NNC(=O)CSc2nnc3[nH]c(=O)cc(N)n23)cc1
    -16, 14
Cc1ccc(S(=O)(=O)Nc2cccnc2)cc1C(N)=O
    -12, 8
N#Cc1ccccc1CSc1nc(N)cc(N)n1
    -28, 10

# Additional structures follow:
# The line under a structure holds: EP2 mod, EP2 antag
CCc1[nH]n2c(=O)cc(C)nc2c1-c1ccc(OC)cc1
    -21, 5
C=CCc1c(C)[nH]c2ccc(OC)cc2c1=S
    -16, 10
COc1ccc(C(=O)n2c(=O)n(C(C)C)c3ncccc32)cc1
    20, 7
COCCn1c(=O)n(CC(=O)N2CCN(c3ccccc3F)CC2)c2cccnc21
    0, 2
NC[C@H]1O[C@H](O[C@H]2[C@H](O)[C@@H](O[C@H]3O[C@H](CO)[C@@H](O)[C@H](N)[C@H]3O)[C@H](N)C[C@@H]2N)[C@H](N)[C@@H](O)[C@@H]1O
    11, 10
COc1c(C(=O)NCc2nc(-c3ccccc3)no2)cnc2cc(Cl)ccc12
    -18, 3
COc1cccc(-c2nc(-c3ccccc3)no2)c1OC
    -5, 10
Cc1ccc(-c2nnc(-c3cn(C)c4ccccc34)o2)cc1
    -28, 13
COC(=O)c1ccc(NC(=O)CSc2nnc3cc(C)c4cc(C)cc(C)c4n23)cc1
    -15, 10
COc1ccc(NC(=O)CN(c2ccc3c(c2)OCO3)S(C)(=O)=O)cc1
    -17, 6
O=C(CN1CCC(n2cnc3cccnc32)CC1)NCc1cccs1
    -1, 8
O=C(O)C[C@@H](C(=O)O)c1ccccc1[N+](=O)[O-]
    28, 11
Nc1cc(-c2ccco2)nn(CC(=O)NCc2cccc(F)c2)c1=O
    -28, 11
CCN1c2ccccc2C(=C2SC(C(=O)OC)=C(C(=O)OC)S2)C(=S)C1(C)C
    33, 5
CCN1CCN(CC(=O)Nc2ccc(N(C)C)cc2)CC1
    2, 6
CCOc1ccccc1NC(=O)CSc1nnc2cc(C)c3cc(C)cc(C)c3n12
    11, 19
Cc1cc(C)c2[nH]c(=O)c(CN(C(=S)Nc3ccc(F)cc3)C3CCCCC3)cc2c1
    -69, 12
Cc1ccc2[nH]c(=O)c(CN(Cc3ccco3)C(=O)C3CC3)cc2c1
    -1, 7
COc1ccc(Cl)cc1NC(=O)CSc1nnc2c(C)cc3ccc(C)cc3n12
    -4, 10
CCOc1ccc(OCC)c(NC(=O)CSc2ncnc3sc(C)c(C)c23)c1
    40, 6

# The listing continues.
# The line under a structure holds: EP2 mod, EP2 antag
O=C(Nc1cccc(C(=O)N2CCCCC2)c1)c1cc2c([nH]c1=O)CCCCC2
    -29, 6
N=C(N)N
    13, 10
CC(OC(=O)CCc1c[nH]c2ccccc12)C(=O)c1ccc(Cl)cc1 (configuration not stated)
    -96, 8
Cc1[nH]cnc1CN(CCCn1ccnc1)Cc1ccccc1Cl
    5, 3
COC(=O)C1=C(C)N(c2ccc(F)cc2)CC1=O
    22, 5
CCOC(=O)C(=O)Nc1sc(C(=O)Nc2ccccc2)c(C)c1C(=O)OC
    4, 9
Nc1cc(-c2cccs2)nn(CC(=O)NCc2ccccc2F)c1=O
    -38, 4
COc1ccc(-c2cc(C(=O)OCC(C)=O)c3ccccc3n2)cc1
    11, 12
Cc1cccc(Cc2cnc(NC(=O)CCCl)s2)c1
    29, 11
CCn1c(SCC(=O)Nc2cc(Cl)ccc2Cl)nc2sc(C)c(C)c2c1=O
    9, 22
CCOc1cc(/C=C2\C(=O)N(CC3CCCO3)C(C)=C2C(=O)OC)ccc1O (configuration not stated)
    -22, 8
COc1cccc(N=c2oc3cc(O)ccc3cc2C(=O)Nc2nccs2)c1
    -37, 7
O=C(Nc1ccccc1N1CCCC1)c1ccccc1Cl
    9, 10
Nc1ccc(NC(=O)c2cc3ccccc3o2)cc1
    -79, 12
CC(C)NC(=O)C1CC(c2ccc(Cl)cc2)=NO1 (configuration not stated)
    -11, 12
COC(=O)c1sc(NC(=O)COc2cc(C)c(Cl)c(C)c2)c(C#N)c1C
    -47, 7
O=C(NC1CCCC1)C(c1c(F)cccc1Cl)N(C(=O)c1csnn1)C1CC1 (configuration not stated)
    -7, 11
COc1ccc(C(=O)NNC(=O)CSc2ncc(C#N)c(N)n2)cc1
    -48, 17
CCc1cc2cc3c(cc2nc1SCC(=O)N1CCCC1)OCO3
    -8, 1
COc1ccccc1C1CC(c2cccs2)=NN1C(=O)CCC(=O)O (configuration not stated)
    13, 8

# The list continues:
# The line under a structure holds: EP2 mod, EP2 antag
CO[C@H]1C[C@H](O[C@H]2[C@H](C)[C@@H](OC3O[C@H](C)C[C@H](N(C)C)[C@H]3OC(C)=O)[C@@H](C)C[C@]3(CO3)C(=O)[C@H](C)[C@@H](OC(C)=O)[C@@H](C)[C@@H](C)OC(=O)[C@@H]2C)O[C@@H](C)[C@@H]1OC(C)=O (some centres not stated)
    3, 10
Cc1ccc(S(=O)(=O)N2CCCC(C(=O)NCCO)C2)cc1 (configuration not stated)
    -15, 10
CC(C)C(=O)c1cn(CC(=O)N2CCc3ccccc32)c2ccccc12
    -9, 9
CCN(CC)C(=O)c1sc(NC(=O)Cc2cccs2)c(C(=O)OC)c1C
    -19, 24
CCCC(c1nnnn1Cc1ccco1)N(Cc1cc2cc(C)cc(C)c2[nH]c1=O)C1CCCC1 (configuration not stated)
    34, 4
CCOC(=O)c1c(C)n(C(C)C)c2ccc(OCC(N)=O)cc12
    -11, 15
CCOc1ccc2c(c1)C(c1cccnc1)=NNC(c1ccc(C)cc1)=N2
    -18, 11
O=C(NC1CCCCC1)C1CCN(C(=O)c2ccc(Cl)cc2)CC1
    9, 10
COc1cc(CN2CCN(Cc3cc(OC)c(OC)c(OC)c3)CC2)cc(OC)c1OC
    1, 4
O=C(Nc1ccc(Cl)cc1)N1CCC(c2nc3ccc(Cl)cc3[nH]2)CC1
    -102, 12
Cc1oc(C)c2c(=O)ccc3c(c12)OC(N)=C(C#N)C3c1ccccc1F (configuration not stated)
    -7, 13
O=C(COc1ccc(Cl)cc1)Nc1nncs1
    21, 9
Cc1nn(C)cc1CNC(=O)c1cnn2c(C(F)F)cc(-c3ccccc3)nc12
    -3, 14
O=c1[nH]c(N2CCCC2)nc2c1CN(Cc1cc(F)ccc1F)CC2
    -17, 5
O=C(NC1CCCOC1)c1cnn(-c2ccc(F)cc2)c1 (configuration not stated)
    -37, 3
N#Cc1ccc(C(=O)NNC(=O)c2ccncc2)cc1
    -17, 13
O=C(NCCCN1CCOCC1)C1CC(c2ccccc2O)=NO1 (configuration not stated)
    -43, 4
Cc1ccc(C)c(/C(O)=C2/C(=O)C(=O)N(CCN3CCOCC3)C2c2cccs2)c1 (configuration not stated)
    24, 8
C=CCN(C(=O)c1csnn1)C(C(=O)NC(C)(C)C)c1ccccc1 (configuration not stated)
    -11, 13
CCNC(=O)c1cc(-c2ccc(OC)c(OC)c2)nc2ccccc12
    -75, 17

# Carrying on.
# The line under a structure holds: EP2 mod, EP2 antag
Nc1cc(-c2ccco2)nn(CC(=O)NCc2ccc(Cl)cc2)c1=O
    -12, 11
COc1ccccc1N1CCN(C(c2cc3cccc(C)c3[nH]c2=O)c2nnnn2C(C)(C)C)CC1 (configuration not stated)
    -12, 9
CCOC(=O)c1c2c(n3ccccc13)C(=O)c1ccccc1C2=O
    -42, 46*
O=C(CSc1nc(-c2ccco2)cc(C(F)(F)F)n1)Nc1ccc(Cl)cc1Cl
    -110, 11
CC(C)(C)NC(=O)Cn1nnc(-c2ccc(NC(=O)C34CC5CC(CC(C5)C3)C4)cc2)n1
    -60, 16
C=C(C)CCn1c(Br)nc2c1c(=O)[nH]c(=O)n2C
    17, 14
Cc1cc2n(n1)C(c1ccccc1C(F)(F)F)Nc1ccccc1-2 (configuration not stated)
    28, 6
CCOC(=O)CNC(=O)CSc1nnc(Cn2nnc3ccccc32)n1C
    4, 5
CCN(CC)CCN(Cc1cc2c(C)cc(C)cc2[nH]c1=O)C(=S)NCC1CCCO1 (configuration not stated)
    -19, 13
NCC(=O)NC1(C(=O)O)CCCC1
    12, 9
CC1CCc2c(sc3ncnc(SCc4cc(=O)[nH]c5ccccc45)c23)C1 (configuration not stated)
    46, 13
CCOc1ccc(C(=O)Nc2ccc(S(=O)(=O)N3CCCCC3)cc2)cc1OCC
    20, 7
Nc1cccc(OCc2nc(N)nc(N)c2-c2ccc(Cl)cc2)c1
    56, 8
COCCN1Cc2cc3cc(C)ccc3nc2SC1=Nc1ccc(OC)cc1OC
    -14, 7
Cn1c(SCC(=O)Nc2nccs2)nnc1-c1ccc(S(=O)(=O)N2CCOCC2)cc1
    4, 9
CCn1c(=N)c(C(=O)N2CCOCC2)cc2c(=O)n3cccc(C)c3nc21
    -17, 8
CN(C)C(=O)CSc1nnc(-c2ccc(Br)cc2)n1C
    10, 4
O=[N+]([O-])c1ccccc1N=Nc1c(O)[nH]c2ccc(S(=O)(=O)O)cc12
    8, 37
Cc1nc(N)nc2ccccc12
    7, 11
CC(=O)Nc1cccc(-c2csc(Nc3ccc(S(N)(=O)=O)cc3)n2)c1
    -114, 14

# (list continues)
# The line under a structure holds: EP2 mod, EP2 antag
Cc1ccc(/C(C#N)=C/c2cccc([N+](=O)[O-])c2)cc1
    32, 16
O=C(NC1CCCC1)C(c1ccccc1Cl)N(Cc1ccco1)C(=O)Cc1cccs1 (configuration not stated)
    64*, 15
COc1cc(OC)c(C2NC(=O)NC(C)=C2C(C)=O)cc1OC (configuration not stated)
    -7, 14
CCCc1nc2ccccc2n1CC(O)COc1cc(OC)cc(OC)c1 (configuration not stated)
    15, 10
OC1(c2ccc(F)cc2)CCN(Cc2ccccc2OCCN2CCOCC2)CC1
    -8, 2
O=C(Nc1ccc(F)cc1)N1CCC(n2nnc3cc(F)ccc32)CC1
    15, 6
COc1ccc(C(=O)N(c2ccccc2)C(C(=O)NC(C)(C)C)c2c[nH]c3ccccc23)cc1OC (configuration not stated)
    15, 8
CCC(=O)Nc1sc(C(=O)Nc2ccc(Cl)cc2)c(C)c1C(=O)OC
    -10, 6
O=C(Cc1ccc(F)cc1)NCCc1nc(-c2cccnc2)n[nH]1
    -30, 7
O=S(=O)(Nc1ccc(S(=O)(=O)N2CCCC2)cc1)c1ccc(Cl)cc1
    -21, 5
CN(Cc1ccccc1)Cn1ccnc1
    -3, 11
CCCCCCCCCCC[C@@H](C[C@H]1OC(=O)[C@H]1CCCCCC)OC(=O)[C@@H](CC(C)C)NC=O
    22, 12
COC(=O)c1sc(NC(=O)c2cccc(Cl)c2)c(C#N)c1C
    -39, 9
COc1ccccc1NC(=O)C1CCCN1S(=O)(=O)c1ccc(Cl)cc1 (configuration not stated)
    -38, 3
Cc1cc(C)n(CCC(=O)N2CCCC2c2nc3cc(C)c(C)cc3[nH]2)n1 (configuration not stated)
    10, 10
O=S(=O)(c1ccccc1)N1CCN(CCO)CC1
    13, 11
CC1CC(C)CN(C(=O)Cn2c(SCC(=O)N3CCCC3)nc3ccccc32)C1 (configuration not stated)
    30, 8
Cc1nc2ccc(C(=O)NCc3noc(-c4ccccc4)n3)cc2s1
    -74, 8
COc1cc(NC(=O)CSc2nnc3c4c5c(sc4nc(C)n23)CC(C)CC5)cc(OC)c1 (configuration not stated)
    13, 5
CCn1c(COc2ccccc2OC)nnc1SCC(=O)Nc1ccccc1
    -1, 9

# Further compounds
# The line under a structure holds: EP2 mod, EP2 antag
CC(C(=O)N1CCC(Cc2ccccc2)CC1)n1nc(-c2cccs2)cc(N)c1=O (configuration not stated)
    -54, 12
CC(=O)c1cnc(Nc2nc(C)c3cccc(C)c3n2)nc1C
    14, 18
Cc1ccccc1NC(=O)CSc1nc2c(c(C(F)(F)F)n1)CCCC2
    -33, 13
C[C@@H]1CN(C(=O)c2cc(-c3ccc4c(c3)OCCO4)n[nH]2)[C@H](C)CN1Cc1ccco1
    -27, 1

# Structural class: the compounds so far containing bromine (2)
# The line under a structure holds: EP2 mod, EP2 antag
C=C(C)CCn1c(Br)nc2c1c(=O)[nH]c(=O)n2C
    17, 14
CN(C)C(=O)CSc1nnc(-c2ccc(Br)cc2)n1C
    10, 4

# A portion of the library (hit frequency here may not be typical).
